Screening data: PubChem BioAssay, National Center for Advancing Translational Sciences (NCATS)
POLH inh: qHTS for Inhibitors of Polymerase Eta; recombinant Pol eta, fluorescent DNA replication assay; Potency, µM (titrated, usually from 114 µM), for the others: top-dose activity change, negative = inhibition, most hits filed as inhibitors; 1.2% of 390,000 active; AID 588591, 2011; also: potency is read from the fitted curve at half-maximal effect; % is scaled to controls: 0 for no effect and ±100 for the full control effect
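Pol eta (10 nM) was preincubated with compounds for 15 min at room temperature, after which fluorescent replication substrate (50 nM final) was added to start the reaction. Fluorescence was read kinetically at 0 and 10 min.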
BAZ2B inh: qHTS Assay for Inhibitors of BAZ2B | AlphaScreen BAZ2B-H3K14Ac peptide displacement | Potency, µM (titrated, usually from 114 µM), for inactives: top-dose activity change, negative = inhibition, actives largely listed as inhibitors | 4.4% of 360,000 active; also: potency is read from the fitted curve at half-maximal effect; % is scaled to controls: 0 for no effect and ±100 for the full control effect; nearly all actives have a fitted effect of over 60% in size
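BAZ2B (50 nM) with biotin-H3(5-23)K14Ac peptide (50 nM) in PBS pH 7.4, 0.01% Tween-20, preformed 30 min, then compound 30 min at room temperature; top concentration 110uM. AlphaScreen streptavidin donor/nickel chelate acceptor beads (10 ug/mL final), 20 min dark, signal read.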
PI4K2A inh: qHTS for small molecular inhibitors of PI4K2A; purified PI4K2A, ADP-Glo luminescence, 1 h; active compounds read low; activity change, negative = inhibition, % at 76.9 µM; 0.13% of 420,000 active; AID 1346378, 2018; in the data active = activity change below about -50%; inconclusive = mostly about -30% to -49%;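 also: -100% = wells without enzyme as full effect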
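PI4K2A activity was measured by ADP-Glo luminescence: enzyme (4 ug/mL stock) and phosphatidylinositol (1.2 mM stock) in Tris pH 7.5/MgCl2/EGTA/Triton X-100 buffer were reacted with ATP (300 microM stock) for one hour at ambient temperature.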
Tb PGK inh: qHTS Assay to Find Inhibitors of Phosphoglycerate Kinase | Phosphoglycerate kinase, glycosomal (Trypanosoma brucei brucei), P07378 | Potency, µM (series often up to 57.5 µM), for inactives: at the top dose activity change, negative = inhibition, hits mostly inhibitors | PGK/GAPDH coupled, Kinase-Glo luminescence, 60 min | 0.043% of 380,000 active | AID 602233, 2012; also: potency is read from the fitted curve at half-maximal effect; % is scaled to controls: 0 for no effect and ±100 for the full control effect; nearly all actives have a fitted effect of over 60% in size
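Recombinant glycosomal PGK reaction used 1,3-bisphosphoglycerate generated in-well by GAPDH (100nM final) in 100mM TEA pH 7.6, 5mM MgCl2, 0.01% Tween-20. After 60 minutes at room temperature, ATP was read by Kinase-Glo Plus luminescence end-point.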
G9a inh: qHTS Assay for Inhibitors of Histone Lysine Methyltransferase G9a; Histone-lysine N-methyltransferase EHMT2 (Homo sapiens), Q96KQ7; AID 504332, 2011; Potency, µM (titrated, usually from 102 µM), inactives show at the top dose activity, negative = inhibition, hits mostly inhibitors; 8.8% of 350,000 active; G9a H3K9 monomethylation, AlphaScreen, 2 h; also: potency is read from the fitted curve at half-maximal effect; % is scaled to controls: 0 for no effect and ±100 for the full control effect; nearly all actives have a fitted effect of over 75% in size
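Step 1: enzyme (final 20 nM) with compound, 15 min RT. Step 2: substrate peptide 500 nM and SAM 20 uM, 2 h RT. Step 3: anti-H3K9me1 antibody and AlphaScreen beads, 10 min, then plate read.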
GLS inhibitor: qHTS for Inhibitors of Glutaminase (GLS); GLS enzymatic activity, qHTS titration; 0.21% of 410,000 active; Potency, µM (series often up to 45.5 µM), for the others: top-dose activity change, negative = inhibition, usual class: inhibitors; also: potency is read from the fitted curve at half-maximal effect; % is scaled to controls: 0 for no effect and ±100 for the full control effect
Target sequence (O94925 whole entry, looked up): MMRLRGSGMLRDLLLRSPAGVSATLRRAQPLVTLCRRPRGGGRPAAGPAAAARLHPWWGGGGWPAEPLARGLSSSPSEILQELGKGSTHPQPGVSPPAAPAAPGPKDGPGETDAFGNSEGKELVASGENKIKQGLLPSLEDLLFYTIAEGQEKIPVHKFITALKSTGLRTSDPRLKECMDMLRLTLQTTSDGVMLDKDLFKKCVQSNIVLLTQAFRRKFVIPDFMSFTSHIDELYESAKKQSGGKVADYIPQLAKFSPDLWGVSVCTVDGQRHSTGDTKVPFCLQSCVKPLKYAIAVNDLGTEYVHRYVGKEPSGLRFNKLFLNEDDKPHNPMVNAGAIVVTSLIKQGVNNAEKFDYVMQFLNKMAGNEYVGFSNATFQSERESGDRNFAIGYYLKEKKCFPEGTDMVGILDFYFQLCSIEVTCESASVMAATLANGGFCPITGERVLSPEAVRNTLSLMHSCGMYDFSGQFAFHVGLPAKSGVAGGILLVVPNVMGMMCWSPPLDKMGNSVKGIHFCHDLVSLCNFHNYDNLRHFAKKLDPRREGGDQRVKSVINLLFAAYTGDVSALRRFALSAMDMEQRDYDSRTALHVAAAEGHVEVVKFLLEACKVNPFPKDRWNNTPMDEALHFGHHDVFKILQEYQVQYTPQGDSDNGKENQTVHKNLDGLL
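Glutamate formation by hKGA was monitored fluorometrically using coupled glutamate oxidase, HRP and Amplex Red. Substrate was added as 1 mM L-glutamine solution; incubation was 30 min at RT after an initial read.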
HP1b chromo inh: HTS for Inhibitors of HP1-beta Chromodomain Interactions with Methylated Histone Tails; Chromobox protein homolog 1 (Homo sapiens), P83916; AlphaScreen HP1-beta / biotin-H3K9me3 peptide binding; Potency, µM (doses to about 114 µM), for inactives: at the top dose activity change, negative = inhibition, usual class: inhibitors; 0.56% of 390,000 active; also: potency is read from the fitted curve at half-maximal effect; nearly all actives have a fitted effect of over 70% in size; inactives centre near 23
Target sequence (P83916 whole entry, looked up): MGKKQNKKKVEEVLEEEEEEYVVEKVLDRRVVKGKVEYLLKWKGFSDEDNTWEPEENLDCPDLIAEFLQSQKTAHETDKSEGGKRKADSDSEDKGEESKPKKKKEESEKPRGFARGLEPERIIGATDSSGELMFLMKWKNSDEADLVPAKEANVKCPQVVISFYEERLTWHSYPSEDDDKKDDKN
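Compound inhibition of the preformed complex between 50 nM HP1-beta and 50 nM biotinylated H3K9me3 peptide was read by AlphaScreen. Buffer was PBS pH 7.4 with 0.01% Tween-20. Incubations ran 30 min at room temperature, with 10 ug/mL donor/acceptor beads.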
Pin1 inhibitor: qHTS Assay to Find Inhibitors of Pin1 | Pin1 FP peptide displacement, HiFluor488, 10 min | Potency, µM (top dose mostly 115 µM), for the others: at the highest dose activity, negative = inhibition, most hits filed as inhibitors | 0.009% of 390,000 active | AID 504891, 2011; active = well fitted inhibition curve with a large enough effect in the polarisation, with a control signal flat, not every such curve was filed as active; inconclusive = small, poorly fitted or top-dose-only effect, or effect the other way, or a change in a side signal; inactive = no such curve, though single readings can be large or run the other way; the % refers to the polarisation; also: potency is read from the fitted curve at half-maximal effect; % is scaled to controls: 0 for no effect and ±100 for the full control effect
Target sequence (Q13526 whole entry, looked up): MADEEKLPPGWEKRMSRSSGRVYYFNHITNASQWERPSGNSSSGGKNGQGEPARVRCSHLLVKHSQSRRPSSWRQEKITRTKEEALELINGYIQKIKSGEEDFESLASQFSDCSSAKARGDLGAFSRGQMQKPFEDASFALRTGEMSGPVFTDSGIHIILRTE
JMJD2A Tudor: qHTS Assay for Inhibitors of JMJD2A-Tudor Domain | AlphaScreen JMJD2A-Tudor / H3K4me3 peptide binding | Potency, µM (highest dose often 114 µM), without a hit: top-dose activity change, negative = inhibition, most hits filed as inhibitors | 4.4% of 390,000 active | Lysine-specific demethylase 4A (Homo sapiens), O75164; also: potency is read from the fitted curve at half-maximal effect; % is scaled to controls: 0 for no effect and ±100 for the full control effect; nearly all actives have a fitted effect of over 50% in size
Active calls of the source: *; i = inactive; ? = inconclusive; / = no result given; & = joins results of further samples; [ ] = another dose, or the depositor's remark. Unless noted, calls follow the shape of the dose curve; as a rule, active = well fitted curve in the direction sought with a large enough effect; inconclusive = small, poorly fitted or top-dose-only effect, or another doubt; inactive = no such curve, though single readings can be large; an effect the other way counts as inactive or inconclusive.

HP1b chromo inh,Pin1 inhibitor,JMJD2A Tudor,PI4K2A inh,Tb PGK inh,G9a inh,POLH inh,BAZ2B inh,GLS inhibitor,Structure
29%,-12%,-12%,-18,8%,0%,-4%,-31%,5%,CCOC(=O)C1(Cc2ccccc2C)CCCN(S(=O)(=O)c2cccnc2)C1 (centres undefined)
/,/,/,-10,4%,/,-18%,/,6%,CCCC1NC(=O)c2cc3ccccc3cc2-n2c1nc1ccc(C)cc1c2=O (centres undefined)
0%,1%,-28%,1,i,?,-3%,10%,-2%,COc1ccc(NC(=O)CSc2ncnc3c2sc2ccccc23)c(OC)c1
38%,4%,-7%,1&0,-4%,2%,-16%,-12%,-3%&7%,Cc1cc(C(C)(C)C)c(O)c(C(C)(C)C)c1
43%[activator],-8%,1%,-1,-1%,29%,-5%,20%,-3%,NC(=O)CSc1nnc(-c2ccoc2)o1
0%,5%,-19%,0,-3%,-5%[59 µM],-18%,-5%,-6%,Cc1ccc(S(=O)(=O)c2cn(Cc3ccccc3)c3cc(N4CCCCC4)c(F)cc3c2=O)cc1
15%,-1%,5%,-3,-1%,23%,-23%,-2%,1%,O=C(NCc1ccccc1)C(c1cccnc1)N(C(=O)c1csnn1)c1ccc(F)cc1 (centres undefined)
46%[activator],-3%,8%,-2,4%,49%,-12%,4%,7%,COC(=O)c1cccc(Oc2cccc(C(F)(F)F)c2)n1
34%,-11%,?,1,-2%,?,7%,-14%,0%,Cc1ccc(C)c(OCc2n[nH]c(=S)o2)c1
11%,0%,-4%,10,1%,6%[12.7 µM],-16%,10%,-9%,O=S(=O)(NCC1CCCO1)c1ccc(Cl)c(C(F)(F)F)c1 (centres undefined)
22%,0%,-4%,0,0%,0%,-1%,-16%,10%,CC1(c2ccccc2)NC(=O)N(CC(=O)NNC(=O)c2ccccc2)C1=O (centres undefined)
26%,5%,-12%,-1,-8%,-3%,-13%,-4%,-7%,COc1ccc(N(C)S(=O)(=O)c2cccc(C(=O)NCC3CCCCC3)c2)cc1
16%,-2%,-15%,-2,-7%,/,-13%,/,5%,C=CCN1CCOc2ccc(C)cc2S1(=O)=O
18%,21%,-15%,-6,-7%,/,-13%,-1%,3%,COc1ccc(Cc2nnc(NC(=O)Nc3ccccc3F)s2)cc1OC
34%,-4%,-5%,2,-1%,9%,-5%,8%,22%,CC(C)=CC(=O)N1CCCC(N2CCN(c3ccccc3C)CC2)C1 (centres undefined)
?,-6%,2.8µM*,0,-9%,10µM*,-11%,50µM*,22%,OC(COCc1cccs1)CN1CCN(c2cccc(Cl)c2)CC1 (centres undefined)
7%,-6%,-13%,-9,-2%,1%[59 µM],-13%,3%,-5%,COc1ccc(CCNC(=O)CCCn2c(=O)c3ccccc3n(CC(=O)Nc3ccccc3C)c2=O)cc1OC
59%[activator],1%,-9%,0,-3%,16%[59 µM],-17%,8%,1%,Nc1nnc(SCC(=O)OCc2ccccc2)s1
20%,-1%,-22%,-22,2%,/,-5%,?,6%,O=C(Nc1ccc2c(c1)OCO2)N1CCN(c2ccc(F)cc2)CC1
19%,33%[activator],40µM*,-12,-6%,-44%[2.33 µM],-17%,1%,-5%,Nc1ccc(-c2nc3ccccc3o2)cc1
24%,6%,-31%,-3,-7%,-4%[59 µM],-11%,11%[57.1 µM],-5%,Cc1ccccc1NCc1cccn1-c1nnc(N2CCOCC2)s1
8%,-1%,-19%,2,-2%,?,-15%,-30%,2%,C#CCn1c(O)c(N=NC(=O)C(O)c2ccccc2)c2ccccc21 (centres undefined)
56%[activator],-7%,2%,-5,-18%,7%[12.7 µM],-21%,4%,6%,COc1ccccc1NC(=O)COC(=O)c1c(C)nn(-c2ccccc2)c1C
58%[activator],0%,-24%,-4,i,6%,-11%,-12%[57.1 µM],-13%,CCC1Oc2ccccc2N(CC(=O)NCCCN2CCCC2)C1=O (centres undefined)
58%[activator],11%,-5%,-4,-7%,4%[59 µM],-29%,-17%,-10%,CCc1c(C)sc2c1CCN(C(=O)Nc1cc(C)cc(C)c1)C2c1ccccc1 (centres undefined)
32%,1%,-23%,16,-1%,-37%,-1%,/,3%,Nc1ccc(C(=O)N/N=C\C=C\c2cccc([N+](=O)[O-])c2)cc1
3%,257%[activator],11µM*,3,-11%,10µM*,40µM*,50µM*,?,CCc1ccc(C(=O)c2cn(CC(=O)Nc3cccc(OC)c3)c3ccc(OC)cc3c2=O)cc1
27%,-12%,-35%,-4,2%,21%,-2%,1%,7%,CC(C)C[C@H]1CN=C(Nc2ccccc2)N1CC1CCC1
45%[activator],-10%,5%[57.1 µM],-5,-6%,21%,-26%,-17%,8%,COc1ccc(S(=O)(=O)N2CCN(C(=O)NC3CCCCC3)CC2)cc1
28%,0%,-18%,-1,6%,8%,-5%,-3%,16%,CC(=O)NC1=NN(C(C)=O)C2(S1)C(=O)N(CC(C)C)c1ccc(C)cc12 (centres undefined)
31%,2%,-7%,-1,4%,25%,-24%,-6%,1%,COc1ccc(C(C(=O)NCC2CCCO2)N(C(=O)Cn2nnc3ccccc32)c2ccc(NC(C)=O)cc2)cc1 (centres undefined)
8%,-3%,-28%,2,-9%,-7%[59 µM],1%,/,-17%,COc1ccc(CNC2=CC(=O)CC(C)(C)C2)cc1
-1%,5%,-33%,5,-2%,7%[59 µM],?,?,9%,Cc1cc(C(=O)CSc2ncn[nH]2)c(C)n1-c1cccc(S(=O)(=O)N2CCOCC2)c1
26%,-2%,9%,-3,-5%,13%[59 µM],-14%,9%,-6%,O=C(Nc1ncc(Cl)cn1)c1cccs1
50%[activator],-2%,-2%,-2,-4%,/,-18%,-7%,5%,O=C(O)c1ccccc1C(=O)NNC(=O)C(c1ccccc1)c1ccccc1
14%,1%,-15%[57.1 µM],2,-8%,-27%,-19%,-27%,-1%,CCOc1ccc(NC(=S)Nc2ccc(Br)cc2Cl)cc1
51%[activator],3%,10%,-1,-1%,-15%,-2%,50µM*,78%[activator],COc1ccccc1-n1c(C)cc(/C=C2\C(=N)N3N=C(CC(=O)N4CCOCC4)SC3=NC2=O)c1C
15%,1%,-4%,9,-3%,/,-4%,/,-4%,CC(=O)c1cccc(NC(=O)c2cc(=O)[nH]c3ccc(S(=O)(=O)N4CCOCC4)cc23)c1
51%[activator],-8%,-3%,-8,i,-13%,-12%,/,15%,Cc1sc2nc(CSc3n[nH]c(N)n3)[nH]c(=O)c2c1C
28%,-1%,-10%,6,-9%,/,-21%,-1%,30%,Cn1cc(Cl)c(/C=C(\C#N)S(=O)(=O)c2ccccc2)n1
5%,21%,-8%,-2,-8%[11.5 µM],-36%[0.501 µM],5%,?,7%,O=C(Nc1ccc(-c2nc3ccccc3s2)cc1)c1cc(-n2cnnc2)ccc1Cl
/,/,/,-1,-2%,/,?,/,-1%,COc1ccc(C(=O)OCc2cc(=O)oc3c(C)c(C)ccc23)cc1S(=O)(=O)N1CCOCC1
12%,-5%,?,-4,i,-29%[59 µM],-22%,?,-11%,CC(C)CC(=O)Nc1c(C(=O)N2CCN(c3ccccc3F)CC2)oc2ccccc12
7%,8%,-20%,3,-4%,?,-11%,1%,-5%,CCOC(=O)c1ccccc1NC1CC(=O)N(c2ccccc2C)C1=O (centres undefined)
64%[activator],7%,18%,-6,-1%,12%[59 µM],-10%,27%[57.1 µM],-22%,Cc1cc(C(=O)N2CCN(c3ccccc3F)CC2)c2c(C)nn(-c3ccccc3)c2n1
56%[activator],-8%,-10%,-2,-8%,?,-11%,?,6%,CCN(Cc1ccccc1)C(=O)c1ccc(CS(=O)c2ccccc2C)o1 (centres undefined)
18%,-4%,-12%,8,-4%,21%[59 µM],-11%,-2%,-3%,COc1cc(C#N)ccc1OCC(=O)NCCC1=CCCCC1
23%,1%,?,-4,0%,-10%[59 µM],-7%,?,-10%,NNc1nc(N)c2c(n1)-c1ccccc1CC21CCCC1
-4%,6%,-5%[11.4 µM],-16,-13%,41%[0.501 µM],-13%,-33%[57.1 µM],?,O=C(NCCO)c1cc2c(s1)CCC2

Three of the entries above in order of their number in POLH inh, falling.
HP1b chromo inh,Pin1 inhibitor,JMJD2A Tudor,PI4K2A inh,Tb PGK inh,G9a inh,POLH inh,BAZ2B inh,GLS inhibitor,Structure
8%,-3%,-28%,2,-9%,-7%[59 µM],1%,/,-17%,COc1ccc(CNC2=CC(=O)CC(C)(C)C2)cc1
15%,1%,-4%,9,-3%,/,-4%,/,-4%,CC(=O)c1cccc(NC(=O)c2cc(=O)[nH]c3ccc(S(=O)(=O)N4CCOCC4)cc23)c1
31%,2%,-7%,-1,4%,25%,-24%,-6%,1%,COc1ccc(C(C(=O)NCC2CCCO2)N(C(=O)Cn2nnc3ccccc32)c2ccc(NC(C)=O)cc2)cc1 (centres undefined)

Some of the compounds tested, so the mix of outcomes need not match the whole.
